Autofluor 339: intrinsic fluorescence of library compounds, ex339/em460 – biochemical, MLSMR library, data from DPM-DC assay, artefact control, profiling panel; 65,000 compounds, 5.5% hits; fluorescence fold increase at 10 µM; compound autofluorescence, ex339/em460 nm, NADH buffer; hits give high values; 1 = no-compound wells, NADH background;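 active = at 10 µM, mean starting fluorescence two-fold or more over control wells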;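 also: signal is the first read of a kinetic run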
JNK3 inh: blocks human JNK3 kinase activity; inhibition, % at 8 µM; 60,000 compounds, 0.61% hits; purified JNK3 kinase activity, HTS; P53779; in the data active = inhibition above about 17%;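 also: 0% = DMSO and 100% = reference inhibitor; many of its hits are not listed in these tables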
NADH coupling: blocks coupling enzymes of NAD/NADH assays; coupled PK/LDH NADH assays, four targets; IC50, µM (top dose mostly 10 µM), inactives show top-dose inhibition; 65,000 compounds, 0.02% hits;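 active = single-dose screening hits from any of four coupled enzyme assays that gave an IC50 when retested across doses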;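 also: the DPM-DC format reads NADH fluorescence rather than 340 nm absorbance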
ROCK2 blocker: ROCK2 (human) kinase inhibition | O75116 | purified ROCK2, Kinase-Glo ATP depletion luminescence | inhibition, % at 6 µM | 60,000 compounds, 0.35% hits;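 active = inhibition above the screen-wide mean inhibition plus 3 SD, cut at about 18% in these data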;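 also: plate controls were DMSO wells for no effect and Y-27632 control wells after no-enzyme background subtraction for full effect; many of its hits are not listed in these tables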
Target sequence (O75116 whole entry, looked up): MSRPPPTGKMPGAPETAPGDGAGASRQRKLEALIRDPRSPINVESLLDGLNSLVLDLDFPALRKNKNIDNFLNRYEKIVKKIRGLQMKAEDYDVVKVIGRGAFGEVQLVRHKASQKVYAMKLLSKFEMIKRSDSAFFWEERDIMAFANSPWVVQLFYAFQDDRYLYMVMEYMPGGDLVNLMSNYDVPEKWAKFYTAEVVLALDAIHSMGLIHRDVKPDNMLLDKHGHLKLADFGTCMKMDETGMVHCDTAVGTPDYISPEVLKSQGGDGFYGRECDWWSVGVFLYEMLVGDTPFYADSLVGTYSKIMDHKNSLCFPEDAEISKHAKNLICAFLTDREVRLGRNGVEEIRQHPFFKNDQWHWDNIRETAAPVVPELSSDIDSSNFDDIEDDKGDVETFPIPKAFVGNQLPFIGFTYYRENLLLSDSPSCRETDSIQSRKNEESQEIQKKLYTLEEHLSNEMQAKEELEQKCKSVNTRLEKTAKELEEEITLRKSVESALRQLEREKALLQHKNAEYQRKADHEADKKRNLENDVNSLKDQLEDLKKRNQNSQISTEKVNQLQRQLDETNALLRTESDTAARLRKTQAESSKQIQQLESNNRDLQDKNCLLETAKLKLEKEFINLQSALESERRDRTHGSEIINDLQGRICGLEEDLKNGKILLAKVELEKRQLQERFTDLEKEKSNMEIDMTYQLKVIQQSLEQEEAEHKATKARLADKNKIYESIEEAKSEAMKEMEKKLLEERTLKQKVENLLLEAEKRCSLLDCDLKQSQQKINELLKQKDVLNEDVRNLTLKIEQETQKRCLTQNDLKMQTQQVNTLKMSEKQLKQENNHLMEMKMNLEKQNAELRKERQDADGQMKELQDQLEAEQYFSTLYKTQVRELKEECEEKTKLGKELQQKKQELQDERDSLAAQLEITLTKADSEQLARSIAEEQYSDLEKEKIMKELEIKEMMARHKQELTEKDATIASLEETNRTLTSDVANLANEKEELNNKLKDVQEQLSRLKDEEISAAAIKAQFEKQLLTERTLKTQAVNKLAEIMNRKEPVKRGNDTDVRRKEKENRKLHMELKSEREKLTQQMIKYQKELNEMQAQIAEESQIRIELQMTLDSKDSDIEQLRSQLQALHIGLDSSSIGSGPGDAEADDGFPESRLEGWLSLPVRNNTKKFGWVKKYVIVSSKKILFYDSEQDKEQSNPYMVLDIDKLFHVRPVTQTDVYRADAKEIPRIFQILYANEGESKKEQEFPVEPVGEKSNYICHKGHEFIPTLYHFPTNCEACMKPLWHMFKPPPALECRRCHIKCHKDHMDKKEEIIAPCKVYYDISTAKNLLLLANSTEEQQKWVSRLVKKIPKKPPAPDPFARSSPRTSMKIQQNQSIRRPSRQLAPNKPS
PKA inh: PKA (human) kinase inhibition. inhibition, % at 6 µM. PKA Kemptide phosphorylation, Kinase-Glo ATP luminescence. AID 524. P17612. 65,000 compounds, 0.1% hits;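 active = inhibition above the screen-wide mean inhibition plus 3 SD, cut at about 21% in these data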; also: many of its hits are not listed in these tables
Abs 340nm: compounds absorbing at 340 nm; compound absorbance at 340 nm, fold over control; fold change at 10 µM; 65,000 tested, under 10 active; AID 708;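 active = at 10 µM dose, initial 340 nm absorbance at least 2 fold that of control wells; inactive = change under 2 fold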;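 also: initial absorbance extrapolated from kinetic A340 decline of NADH oxidation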
HEK293 NFkB inh: lowers PMA/ionomycin-induced NF-kB signal in HEK293 cells; HEK-293 NF-kB luciferase reporter, luminescence; inhibition, % at 3 µM; 62,000 compounds, 0.21% hits;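 active = inhibition above the mean of all tested compounds plus 3 SD, cut at about 40% in these data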;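 also: 0% = stimulated DMSO wells and 100% = 10 µM reference inhibitor 5653914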
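Reagent: PMA plus ionomycin mix as NF-kB-activating stimulus. Assay system: NF-kB luciferase reporter HEK-293 cells. Technique: luminescence from luciferase substrate reagent. Incubation: 1 h compound pre-incubation, 16 h PMA/ionomycin at 37 °C. Benchmarks: DMSO only as uninhibited control, 10 µM reference inhibitor as full inhibition. Repeats: tested once.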
MMP-13 inhibitor: MMP13 (human) collagenase inhibition; P45452; MMP-13 fTHP FRET cleavage, Mca fluorescence; inhibition, % at 4 µM; 65,000 compounds, 0.07% hits;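 active = inhibition above the mean of compound-free control plate wells plus 3 SD, cut at about 14% in these data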;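 also: 0% = DMSO wells and 100% = wells with reference MMP-13 inhibitor after basal subtraction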
tolC growth inh: E. coli tolC mutant growth inhibition. growth inhibition, % at 10 µM (by protocol). E. coli BW25113 tolC mutant growth, OD615. 65,000 compounds, 2.2% hits. AID 573;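 active = growth inhibition at or above a cutoff equal to the mean over every tested compound plus 3 SD, cut at about 60% in these data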;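 also: growth measured after 20 h incubation at 37 °C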
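Test system: E. coli BW25113 ΔtolC::kan bacteria | Medium: Kanamycin-containing LB broth (50 µg/mL) | Dosing: One dose of 10 µM final | Times: 20 h incubation with compound, 37 °C | Detection: Optical density read at 615 nm | Read-out basis: Percent growth inhibition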
Numbers without * were called inactive; . = no result given; [ ] = another dose, or the depositor's remark. These rows are one share of the data; rates above refer to the full screens.

Every second line gives: Autofluor 339	JNK3 inh	NADH coupling	ROCK2 blocker	PKA inh	Abs 340nm	HEK293 NFkB inh	MMP-13 inhibitor	tolC growth inh
O=C(COC(=O)c1ccco1)Nc1ccc2c(c1)OCCO2
  1.1	-5	2%	2	11	0.99	8	-3	-11
CCOC(=O)c1[nH]c2ccc(OC)cc2c1NC(=O)CN1CCN(c2ccccn2)CC1
  2	-2	25%	3	4	1	.	-159[fluorescence artefact?]	9
CCOC(=O)c1cc2c(C(F)(F)F)cc(-c3cccnc3)nc2o1
  1.5	11	4%	-1	-3	1.1	17	-7	3
COc1ccc(OC)c(NC(=O)C2CCCN(S(=O)(=O)c3cccc4nsnc34)C2)c1 (stereo unspecified)
  1	-2	9%	4	6	1	7	0	-11
Cn1nc(-c2ccccc2F)c2cc(C(=O)N3CCN(C(=O)c4ccco4)CC3)sc21
  1.1	-2	7%	-3	-2	1	11	2	19
CCOc1cc(C2C(C#N)=C(N)Oc3n[nH]c(C)c32)ccc1OCCN1CCOCC1 (stereo unspecified)
  1.1	5	12%	5	6	0.98	2	-22	-21
COc1cccc(OCC(O)CN2CC(C)CC(C)C2)c1 (stereo unspecified)
  1.1	5	7%	0	3	1	6	3	-10
CC(C)Sc1nc(-c2cccs2)nc2c1c(=O)n(C)c(=O)n2C
  1.4	-4	9%	-1	-8	1.1	-8	5	5
CCCc1[nH]nc2c1C(c1ccncc1)C(C#N)=C(N)O2 (stereo unspecified)
  1.1	4	2%	-1	1	1.1	4	3	-10
Cc1c(C(=O)Nn2cnnc2)oc2ccccc12
  1.1	-2	5%	4	9	1	7	2	-6
O=C(O)Cc1csc2ccccc12
  1.1	-3	9%	5	7	0.98	-7	3	-18
CC1=CC(=C2C(=O)c3ccccc3C2=O)C=C(C)N1Cc1ccco1
  1	34*	10%	0	-4	1.1	7	-6	19
CCCn1c2ccccc2c2cc(C(=O)O)ccc21
  1.3	11	11%	10	9	1	4	-6	9
COc1ccc(-c2[nH]nc3oc(=O)cc(C)c23)cc1
  2.2*	.	5%[fluoresces]	.	4	1	-1	-36	-5
Cc1ccccc1-n1nc(C)c2cc(C(=O)N3CCN(S(=O)(=O)c4ccccc4)CC3)sc21
  1.1	0	2%	1	6	1.1	0	3	27
OCc1nc2ccccc2n1CC(O)Cn1ccc2ccccc21 (stereo unspecified)
  1	3	1%	4	-2	0.99	18	4	-5
COc1cccc(C2CC(c3cccs3)Nc3ncnn32)c1 (stereo unspecified)
  1.2	-11	2%	1	6	1	2	1	16
COc1ccc(OC)c2c(C)cc(NCCN3CCOCC3)nc12
  2.1*	-3	8%[fluoresces]	6	9	1.1	-13	-16	2
Cc1cc(COc2ccccc2OCc2cc(C)no2)on1
  1.1	6	10%	-2	-2	0.99	6	-6	-10
CCNc1nc(N2CCOCC2)nc(N(c2ccccc2)c2ccccc2)n1
  1	0	12%	2	3	0.98	7	1	-20

Profiles, quoted from the list. Values in the order: Autofluor 339	JNK3 inh	NADH coupling	ROCK2 blocker	PKA inh	Abs 340nm	HEK293 NFkB inh	MMP-13 inhibitor	tolC growth inh
CC1=CC(=C2C(=O)c3ccccc3C2=O)C=C(C)N1Cc1ccco1 is listed with 1	34*	10%	0	-4	1.1	7	-6	19
OCc1nc2ccccc2n1CC(O)Cn1ccc2ccccc21 (stereo unspecified) is listed with 1	3	1%	4	-2	0.99	18	4	-5
COc1ccc(OC)c2c(C)cc(NCCN3CCOCC3)nc12 is listed with 2.1*	-3	8%[fluoresces]	6	9	1.1	-13	-16	2
Cc1ccccc1-n1nc(C)c2cc(C(=O)N3CCN(S(=O)(=O)c4ccccc4)CC3)sc21 is listed with 1.1	0	2%	1	6	1.1	0	3	27
COc1ccc(-c2[nH]nc3oc(=O)cc(C)c23)cc1 is listed with 2.2*	.	5%[fluoresces]	.	4	1	-1	-36	-5

A draw from above in order of molar mass, falling:
Every second line gives: Autofluor 339	JNK3 inh	NADH coupling	ROCK2 blocker	PKA inh	Abs 340nm	HEK293 NFkB inh	MMP-13 inhibitor	tolC growth inh
CCNc1nc(N2CCOCC2)nc(N(c2ccccc2)c2ccccc2)n1
  1	0	12%	2	3	0.98	7	1	-20
COc1ccc(OC)c2c(C)cc(NCCN3CCOCC3)nc12
  2.1*	-3	8%[fluoresces]	6	9	1.1	-13	-16	2
OCc1nc2ccccc2n1CC(O)Cn1ccc2ccccc21 (stereo unspecified)
  1	3	1%	4	-2	0.99	18	4	-5
CCCn1c2ccccc2c2cc(C(=O)O)ccc21
  1.3	11	11%	10	9	1	4	-6	9

Continuation.
Every second line gives: Autofluor 339	JNK3 inh	NADH coupling	ROCK2 blocker	PKA inh	Abs 340nm	HEK293 NFkB inh	MMP-13 inhibitor	tolC growth inh
O=C(CSc1nnc2scc(-c3ccccc3)n12)NCc1ccco1
  1	.	8%	.	6	1	16	6	9
Cc1cccc(N2CCN(C(=O)CCCOc3ccccc3)CC2)c1C
  1.1	1	3%	6	7	1.1	-19	-2	32
CN1CCN(/C=N/c2c(C#N)cnn2-c2ccccc2)CC1
  1.1	4	6%	-2	-8	0.98	0	4	-6
COc1ccc(NC2C=CS(=O)(=O)C2)c(OC)c1 (stereo unspecified)
  1.1	-8	8%	7	8	1	12	1	-19
CCOC(=O)C(C)Sc1nnc(Cc2cc(=O)[nH]c(=O)[nH]2)n1-c1ccc(OCC)cc1 (stereo unspecified)
  1.1	-3	3%	2	6	1	1	4	-3
COc1ccc(S(=O)(=O)N(C)CC(=O)O)c2ccccc12
  1.1	4	9%	8	2	1	-2	5	-8
CC(=O)Nc1cccc(NC(=O)C2CCCN2C(=O)Nc2ccc(C)cc2)c1 (stereo unspecified)
  1	.	2%	.	3	0.98	4	1	-14
Cc1c(=O)n(OCc2ccccn2)c2ccccc2[n+]1[O-]
  1.2	5	3%	7	8	1	4	-2	-15
COC(=O)c1cc(-c2c(C)oc3cc(OC)ccc3c2=O)c(C)o1
  1.1	5	9%	6	6	1	2	-10	-11
Cc1cc(N)c(NC2=CC(=O)CC(C)(C)C2)cc1C
  1.1	-7	5%	4	7	1	9	-3	9

Printed as active in JNK3 inh (from the list above):
SMILES	Autofluor 339	JNK3 inh	NADH coupling	ROCK2 blocker	PKA inh	Abs 340nm	HEK293 NFkB inh	MMP-13 inhibitor
CC1=CC(=C2C(=O)c3ccccc3C2=O)C=C(C)N1Cc1ccco1	1	34*	10%	0	-4	1.1	7	-6

The results go on:
Every second line gives: Autofluor 339	JNK3 inh	NADH coupling	ROCK2 blocker	PKA inh	Abs 340nm	HEK293 NFkB inh	MMP-13 inhibitor	tolC growth inh
CCOC(=O)Cn1cc(C(=O)c2ccco2)c2ccccc21
  1	-4	10%	-4	-4	1.1	16	3	13
O=c1[nH]c(CSc2nc3ccccc3o2)nc2c1cnn2-c1ccccc1
  1.2	.	2%	.	1	1	20	6	10
O=C(CN1C(=O)c2ccccc2C1=O)OCC(=O)N1CCc2ccccc2C1
  1.1	3	3%	4	13	1	7	-4	7
CC(C)NS(=O)(=O)c1ccc(OCC(=O)NCc2ccccc2)cc1
  1	-5	6%	0	-1	1	9	2	-6
COc1ccc(-c2cc3ccccc3n2CC(O)Cn2nc(C)cc2C)cc1 (stereo unspecified)
  1.3	.	2%	.	4	1	17	-37	28
N#Cc1ccccc1-n1c(N)c(C(=O)N2CCCC2)sc1=S
  0.79	.	11%	.	-2	1.1	6	5	11
Cc1ccc(Cn2nnc3c(=O)[nH]c(C4CCN(S(=O)(=O)c5cc(C)ccc5C)CC4)nc32)cc1
  1.1	1	4%	5	11	1	11	-4	58
Cc1ccc(O)c(-c2cc(C(=O)Nc3ccc(S(=O)(=O)N4CC(C)OC(C)C4)cc3)[nH]n2)c1 (stereo unspecified)
  1	4	4%	5	5	0.99	-5	2	-36
CCCCOc1ccc(NC(=O)C2CC=CCC2C(=O)O)cc1 (stereo unspecified)
  1.1	-5	3%	3	6	1.1	-10	7	1
O=C(NC1CC1)c1ccc(-c2nc3ccccc3s2)s1
  2	-3	7%	-7	1	1.3	-28	-11	6
CC(CCc1ccccc1)NC(=O)CSc1nnnn1C (stereo unspecified)
  1.2	.	6%	.	8	1	18	4	-4
COC(=O)C1CCN(c2cc(=O)n(-c3ccc(OC)cc3)c(=O)[nH]2)CC1
  1.1	7	0%	4	2	1	-3	-7	3
CN(C)c1ccc(/C=[N+](\[O-])C2SC(=S)N(C)C2(C)C)cc1 (stereo unspecified)
  1.1	1	6%	6	3	1.2	16	-8	-9
CCOc1ccccc1N1CCN(Cc2cccc(OC)c2OC)CC1
  1.1	-5	17%	-1	0	1.1	19	6	-4
COc1ccc(NC(=O)CN(C2CCCCC2)S(C)(=O)=O)cc1OC
  1.1	2	0%	1	4	1	-14	1	-2
C=CCSc1nnc(Cc2c(C)[nH]c3ccccc23)o1
  1	4	0%	5	0	0.97	11	2	10
N#Cc1cn(Cc2cccc(Cl)c2)c2ccccc12
  1.2	1	4%	7	5	1	21	-2	97*
Cc1ccc(S(=O)(=O)c2nc(-c3ccco3)oc2SCC(=O)NCC2CCCO2)cc1 (stereo unspecified)
  1.1	.	1%	.	5	0.99	9	-1	-5
CSc1nc(O)c(C2OC(=O)c3ccccc32)c(=O)[nH]1 (stereo unspecified)
  1.1	2	3%	-7	-4	1.1	8	4	-12
O=C(CC(C(=O)O)C1CCCO1)NCCc1ccc2c(c1)OCO2 (stereo unspecified)
  0.99	-1	8%	3	11	1	5	1	7
CCn1cc(C2=NOC(C(=O)O)C2)c(C)n1 (stereo unspecified)
  1.1	-2	3%	4	4	1	3	0	-10
